# Source: PubChem BioAssay (several laboratories)
# CDK5 inh – inhibitors of human CDK5/p35 kinase, primary screen, biochemical, single concentration; inhibition, % at 10 µM; AID 488839, 2010; 330,000 compounds, 0.01% hits; Recombinant CDK5/p35, ADP-Glo luminescence, 60 min; Cyclin-dependent kinase 5 (Homo sapiens) + Cyclin-dependent kinase 5 activator 1 (Homo …;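 active means highest replicate inhibition of at least 50% and at least 75% of replicates reaching 50%; inconclusive means only one of the two criteria met; inactive means both criteria failed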;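 further: plate controls were DMSO neutral control for no effect and GW8510 at 10 µM for full effect; many of its hits are not listed in these tables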
# Target sequence (Q00535 whole entry, looked up): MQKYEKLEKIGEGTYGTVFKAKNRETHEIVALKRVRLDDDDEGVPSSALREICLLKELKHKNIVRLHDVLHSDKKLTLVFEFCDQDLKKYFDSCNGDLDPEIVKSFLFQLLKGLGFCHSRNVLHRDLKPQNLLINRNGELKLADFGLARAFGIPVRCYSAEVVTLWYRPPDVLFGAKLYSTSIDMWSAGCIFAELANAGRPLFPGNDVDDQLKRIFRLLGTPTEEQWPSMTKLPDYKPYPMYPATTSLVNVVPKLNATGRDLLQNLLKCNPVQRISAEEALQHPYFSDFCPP
# Target sequence (Q15078 whole entry, looked up): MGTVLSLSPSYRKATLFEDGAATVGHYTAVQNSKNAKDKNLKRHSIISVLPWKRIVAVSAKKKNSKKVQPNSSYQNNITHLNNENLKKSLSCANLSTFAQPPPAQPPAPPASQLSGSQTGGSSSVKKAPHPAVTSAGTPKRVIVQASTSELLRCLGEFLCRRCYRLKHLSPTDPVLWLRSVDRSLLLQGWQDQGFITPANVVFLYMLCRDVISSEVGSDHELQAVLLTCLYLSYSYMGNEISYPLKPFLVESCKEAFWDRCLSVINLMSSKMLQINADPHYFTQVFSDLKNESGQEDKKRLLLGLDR
# RTF Ca sens act – cardiac RTF calcium sensitivity activators, primary screen, biochemical, IANBD-TnC fluorescence, EC20 calcium; activation, % at 7.2 µM; IANBD-labeled TnC RTF fluorescence at EC20 calcium; 0% EC20 calcium, 100% full calcium; 340,000 compounds, 0.24% hits; AID 493008, 2010; Troponin I, cardiac muscle (Homo sapiens) + Troponin T, cardiac muscle (Homo sapiens) + …;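 active means activation above the mean over all tested compounds plus 3 SD, cut at about 30% in these data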;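 further: rise in fluorescence read as greater calcium sensitivity of cardiac thin filaments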
# Tat transport – E. coli Tat export inhibitors, primary screen, MC4100, TorA-mCherry reporter, fluorescence, single point; 340,000 compounds, 0.036% hits; AID 488895, 2010; inhibition, % at 10 µM;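 active means mean replicate inhibition at least 50% and at least half of replicates individually reaching 50%; inconclusive means only one of the two criteria met; inactive means neither criterion met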;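 further: exported cargo escapes ClpAP degradation while cytoplasmic cargo is degraded and loses fluorescence; 0% = median of neutral control wells and 100% = median of NaSCN control wells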
# Rtt109 HAT inh – inhibitors of C. albicans Rtt109/Vps75 HAT, primary screen, biochemical, ThioGlo CoA-SH fluorescence, plate reader | AID 540336, 2011 | inhibition, % at 34.9 µM | 330,000 compounds, 0.16% hits | purified Rtt109/Vps75, 4 h | Histone acetyltransferase RTT109 (Candida albicans (strain SC5314 / ATCC MYA-2876)), …;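 active means inhibition of at least 50% in every replicate; inconclusive means best replicate reaches 50% inhibition but some replicates fall short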
# dFosB act – activators of delta FosB homodimer, primary screen, biochemical, fluorescence polarization, TAMRA-CDK5 oligo, single point; Protein FosB (Mus musculus), P13346; purified delta FosB; percent of positive-control signal above neutral wells; activation, % at 25 µM; 340,000 compounds, 0.99% hits; AID 493131, 2011;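 active means mean activation above about 17%, with every replicate also reaching it, limit read from the data, passing the limit was not always enough; inconclusive means only one of the two conditions met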;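 further: fluorescence polarization rise as delta FosB binds a TAMRA Cdk5 AP-1 oligo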
# Target sequence (P13346 whole entry, looked up): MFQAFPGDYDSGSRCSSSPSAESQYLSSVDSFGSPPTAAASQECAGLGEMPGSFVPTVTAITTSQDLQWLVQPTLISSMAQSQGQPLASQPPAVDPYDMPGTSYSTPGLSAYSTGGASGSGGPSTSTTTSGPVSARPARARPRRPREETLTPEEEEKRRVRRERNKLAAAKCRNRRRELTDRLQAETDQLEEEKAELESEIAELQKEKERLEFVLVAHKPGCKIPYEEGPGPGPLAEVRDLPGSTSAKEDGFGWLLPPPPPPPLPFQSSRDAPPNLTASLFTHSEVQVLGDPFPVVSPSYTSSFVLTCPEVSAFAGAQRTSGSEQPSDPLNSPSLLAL
# Wnt act – Wnt/beta-catenin pathway activators, primary screen, cell-based, plate reader, single point. Wnt/beta-catenin reporter cell assay, activator. activation, % at 9.35 µM. 300,000 compounds, 1.2% hits; in the data active means activation above about 30%, passing the limit was not always enough; inconclusive means no clear call, values can overlap the other calls;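 further: 0% = neutral control wells and 100% = positive control wells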
# MITF act – activators of MITF-driven TRPM1 promoter reporter, primary screen, cell-based, SK-MEL-5, luciferase, single point | SK-MEL-5 TRPM1-promoter luciferase, 24 h; % of positive control, neutral wells = 0 | activation, % at 12.5 µM | 300,000 compounds, 0.75% hits | AID 588334, 2011;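 active means mean activation of at least 80% with every replicate also reaching 80%; inconclusive means mean reaches 80% but some replicate falls short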;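 further: 0% = neutral control wells and 100% = parthenolide positive control wells; values of inactives mirror those of a sister screen read the other way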
# V-ATPase pH – regulators of yeast V-ATPase proton pumping, primary screen, pHLuorin cytosolic pH fluorescence | S. cerevisiae | response, % at 10 µM | 350,000 compounds, 0.37% hits | AID 504577, 2011; in the data active means response mostly above about 7.3%, no sharp cut-off; inactive means mostly below about 5.4%; further: actives read high; inactives centre near 0; some compounds called inactive have numbers as strong as hits
# CAL PDZ FP-1 – untagged CAL PDZ binding inhibitors, primary screen, biochemical, fluorescence polarization, HTS; Golgi-associated PDZ and coiled-coil motif-containing protein (Homo sapiens), Q9HD26; purified CAL PDZ, TMR-peptide fluorescence polarization, 1 h; inhibition, % at 24.9 µM; 300,000 compounds, 0.92% hits; AID 602252, 2012;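 active means mean inhibition of at least 30% with at least half of replicates also reaching 30%; inconclusive means no clear call, values can overlap the other calls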;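 further: 0% = DMSO neutral control and 100% = excess unlabeled competitor peptide PRC23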
# CAL PDZ FP-2 – CAL PDZ peptide-binding inhibitors, primary screen, biochemical, fluorescence polarization, Cer-tagged CAL PDZ, HTS; Golgi-associated PDZ and coiled-coil motif-containing protein (Homo sapiens), Q9HD26; purified CAL PDZ, TMR-peptide fluorescence polarization, 1 h; inhibition, % at 20 µM; 330,000 compounds, 0.02% hits; AID 504414, 2011;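 active means highest replicate inhibition of at least 40%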;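 further: plate controls were DMSO neutral control wells for no effect and unlabeled competitor peptide control wells for full effect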
#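 material = purified tagged CAL PDZ domain construct (CerCALP) | buffer or medium = sodium phosphate/NaCl buffer pH 7.4 with TCEP, IgG, Thesit | reagent = TMR-labelled reporter peptide T*-PRC34 bound in PDZ groove | incubation = 1 h room-temperature incubation prior to read | measured by = fluorescence polarization (mP) | evaluation = percent inhibition from loss of millipolarization | control set = unlabelled peptide and DMSO controls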
# Numbers without * were called inactive; ? = inconclusive; . = no result given. No enrichment for hits; overall some 4.1% were active at least once.
# The line under a structure holds: CDK5 inh	RTF Ca sens act	Tat transport	Rtt109 HAT inh	dFosB act	Wnt act	MITF act	V-ATPase pH	CAL PDZ FP-1	CAL PDZ FP-2
- Cc1ccc(NC(=O)CSc2sc3c(O)cc(=O)[nH]c3c2C#N)cc1C
  -0.1	2	-2	4	-7	2	2	2	-2	-2.5
- O=C(c1cc2cc(Br)ccc2oc1=O)N1CCCC1
  -0.4	1	-13	-3	-8	.	3	-3	-3	.
- CCCCN(CC)CCCNC(=O)c1cc2cc3ccc(C)cc3nc2o1
  1.7	-6	-4	2	-33	-7	26	1	28	-1.4
- Cc1cc(=O)n2nc(N3CCCC(C(=O)NCCc4ccc(Cl)cc4)C3)sc2n1 (stereo unspecified)
  -0.6	-5	6	7	-10	-4	8	-5	-4	-0.7
- O=C(CN1C(=O)c2ccccc2C1=O)NC1CCCCCC1
  -0.1	-2	-3	0	4	-2	1	3	3	-1.0
- O=C(N/N=C/c1ccc2c(c1)OCO2)c1ccc(Br)o1
  -0.1	5	1	1	-2	43*	87*	2	3	-2.2
- COCc1cc(C)nc(OCC(=O)N/N=C/c2ccc(C)cc2)c1C#N
  2.0	0	5	0	-1	3	.	-2	1	-1.5
- CCOC(=O)c1c(C2CC2)csc1NC(=O)COC(=O)CCS(=O)(=O)c1ccc(C)cc1
  -0.4	1	0	-9	-2	-2	15	2	-3	0.3
- O=C(COC(=O)CNS(=O)(=O)c1cccc(Br)c1)NC(=O)Nc1ccc2c(c1)OCCO2
  0.8	1	7	7	-3	4	23	1	1	-1.8
- CCN(CC)c1ccc(N2C(=O)/C(=C/c3cccs3)SC2=S)cc1
  .	-6	4	-3	-7	1	-13	1	-3	-0.3
- N=c1c(S(=O)(=O)c2ccc(Br)cc2)cc2c(=O)n3ccccc3nc2n1CCN1CCOCC1
  -0.4	5	-9	-34	-8	2	-10	3	4	-3.7
- O=C(NC1CCCCC1)N(CCN1CCCC1)Cc1cc2cc3c(cc2[nH]c1=O)OCCO3
  -1.7	4	-3	25	4	.	-8	-1	-3	-2.1
- Cc1c(/C=N/N2C(=O)C3C4C=CC(C4)C3C2=O)c2ccccc2n1C (stereo unspecified)
  0.5	1	-4	1	3	.	-5	2	2	-3.1
- CC(=O)C1=C(O)C(=O)N(CCc2c[nH]c3ccccc23)C1c1ccc(C)cc1 (stereo unspecified)
  -2.7	1	-4	-1	0	11	2	-2	-3	-2.8
- CSc1nc2c(c(=O)[nH]1)C(c1cccc(Cl)c1Cl)CC(=O)N2 (stereo unspecified)
  -0.7	.	-3	-4	-2	-1	6	1	5	-1.1
- O=C(NC1CCCC1)C1CC(O)CN1C(=O)Nc1ccccc1 (stereo unspecified)
  -2.2	3	2	0	2	-1	5	-3	-5	-2.9
- CS(=O)(=O)N(CC(=O)Nc1ccc(S(=O)(=O)N2CCCC2)cc1)c1ccccc1
  -1.8	10	-5	-4	1	-3	-3	-1	-2	0.3
- CCOc1ccc(N2CC(C(=O)Nc3ccccc3N3CCOCC3)CC2=O)cc1 (stereo unspecified)
  0.8	3	4	14	0	.	-5	-1	-2	0.0
- COc1ccc(/C(C)=N/N=C(N)N)c(OC)c1
  1.8	3	-15	14	2	-3	-10	-3	-2	-2.6
- COc1ccc(/C=N/NC(=O)c2ccc[nH]2)cc1
  0.6	-4	-1	2	3	22	46	2	-8	-1.3
- Cc1cc(C(=O)COC(=O)c2ccc[nH]c2=O)c(C)n1-c1ccc(Br)cc1
  -0.8	2	-2	.	-5	16	36	2	-3	-2.3
- CN(CC1CCOCC1)C(=O)CC1C(=O)NCCN1Cc1cccc(Oc2ccccc2)c1 (stereo unspecified)
  0.2	4	-6	18	-6	-2	.	-3	.	-0.6
- CC(C)[C@H](NS(=O)(=O)c1ccccc1)C(=O)OCC(=O)Nc1cccc(S(N)(=O)=O)c1
  -0.4	-2	8	3	-7	1	-2	-3	-1	-2.6
- Cc1ccsc1C(=O)N(CC(C)C)c1c(N)n(Cc2ccccc2)c(=O)[nH]c1=O
  2.2	0	-11	-2	-10	1	6	-1	2	-1.8
- O=C(O)CCCN1C(=O)C2C3c4ccccc4C(c4ccccc43)[C@@H]2C1=O (stereo partly specified)
  -1.4	-1	-11	-5	0	2	-8	-1	-8	-1.3
- Cc1noc(/C=C/c2cccnc2)c1[N+](=O)[O-]
  0.6	1	-4	-5	-4	1	5	2	7	-0.2
- OC(CNCCC1C=Nc2ccccc21)Cn1c2ccc(Cl)cc2c2cc(Cl)ccc21 (stereo unspecified)
  -0.3	-25	-1	-16	-103	-38	-90	7	.	-0.8
- CCCN1/C(=C(\C#N)C2=NS(=O)(=O)c3ccccc32)N(C)c2ccccc21
  0.1	5	3	1	-9	1	4	-2	0	-0.2
- CCOc1ccc(NC(=S)NCc2ccco2)cc1
  0.7	1	-5	.	-1	3	-8	1	3	-0.5
- COc1cc(C2C(C#N)=C(N)OC3=C2C(=O)CC(C)(C)C3)ccc1OCCN1CCOCC1 (stereo unspecified)
  0.4	2	10	7	5	0	3	-5	-1	-1.0
- Cc1sc2ncnc(SCC(=O)Nc3ncccc3O)c2c1C
  -2.0	-2	-3	-5	-2	9	1	3	7	-1.4
- COc1cccc(/C=C2\N=C(SC)SC2=O)c1OC
  0.1	-6	-3	9	1	-4	.	8	-3	1.1
- O=C(Nc1ccccc1Cl)c1ccc2nccnc2c1
  2.0	0	30	-2	-4	14	103*	-1	-7	-0.5
- CCN1CCN(c2ccc(S(=O)(=O)N3CCCCC3)cc2NC(=O)c2cccc(OC(F)F)c2)CC1
  1.2	-4	4	25	-16	2	22	5	-1	-2.6
- CN1C(=O)c2cccc(NC(=O)CCc3ccccc3)c2C1=O
  -0.4	-1	0	-1	-1	-2	-4	-4	.	-0.4
- Cc1cc(=O)n(C)c(=O)n1CCCNc1ccccc1
  1.1	2	-6	5	1	2	7	-2	-4	-0.8
- O=C1N[C@@H](Cc2c[nH]c3ccccc23)C(=O)N[C@H]1Cc1ccccc1
  -3.1	-8	11	9	-4	-1	0	3	1	0.1
- CCOc1ccc(C(C(=O)NC2CCCC2)N(CCOC)C(=O)CNC(=O)c2ccco2)cc1 (stereo unspecified)
  -0.9	-3	6	10	1	-2	11	3	7	-3.5
- COc1ccc(C(=O)NCc2c(C)oc(C)c2C(=O)O)cc1
  -0.1	1	3	-1	-4	-1	-15	0	.	0.2
- COc1ccc(CNC2CC(=O)N(C)C2=O)cc1 (stereo unspecified)
  0.3	-1	0	7	3	.	-3	4	2	-2.0
- CCC/C(=N/NC(=O)c1ccccc1Cl)c1ccccc1
  1.2	4	-2	1	-9	-1	-5	-2	.	-0.5
- CCn1nnnc1SCC(=O)NC1CCCC1
  3.0	3	-2	-14	10	2	2	-4	0	0.6
- CN(CCC#N)C(=S)Nc1ccc(S(=O)(=O)N2CCOCC2)cc1
  -0.7	0	-7	8	2	0	-3	-4	-2	-1.5
- Brc1ccc2c(c1)OCCOCCOCCOCCOCCOCCO2
  -0.3	-5	-6	.	-4	0	4	3	11	-0.6
- O=C(C/C=N/OCc1ccc(Cl)cc1)c1cnc(-c2ccccc2)s1
  -0.7	-5	12	2	-18	-1	.	0	.	-0.8
- O=C(/C=C/c1c[nH]c2ccccc12)c1cccc2ccccc12
  -0.1	6	17	3	-7	7	2	-1	-2	0.2
- O=C(Nc1nc2ccc(Cl)cc2s1)c1ccco1
  -0.7	0	5	-1	1	?	14	-2	-4	-3.7
- Cc1ccc(NC(=O)C2CC(=O)n3c(nc4ccccc43)N2)cc1 (stereo unspecified)
  3.3	2	1	4	-2	-2	-2	3	0	-0.5
- CCN(c1ccccc1)S(=O)(=O)c1ccc(Oc2ccccc2)c(N)c1
  -0.9	-3	10	5	-3	-1	-2	-3	1	-0.6
- COc1ccccc1N1CCN(C(=O)c2cc(-c3ccccc3O)on2)CC1
  -3.2	-2	1	-10	-5	3	6	-1	-2	-1.2
- CCc1ccc(CN(C)Cc2nc(Cc3ccccc3)no2)nc1
  2.1	2	-3	34	4	-1	1	0	-4	-1.5
- O=C(NCc1ccccn1)c1ccc(OC2CCN(Cc3ccc(CO)o3)CC2)cc1
  -1.2	0	-5	1	-4	4	-15	-2	-6	0.0
- CCCN(C(=O)c1cccc(S(=O)(=O)N2CCCc3ccccc32)c1)C1CCS(=O)(=O)C1 (stereo unspecified)
  3.2	-3	-3	-6	-5	-1	-5	-1	5	0.6
- O=C(CCC(=O)N1CCOc2ccccc21)NC1CCN(Cc2ccccc2)CC1
  -1.5	0	-4	19	-6	-1	.	-3	-6	-0.5
- Cc1ccc2oc(=O)c(/C=C(\O)CC(C)C)nc2c1
  0.7	-4	5	.	-4	-8	-8	-7	0	-2.1
- Cc1cc(N2CCCCCC2)nc(-c2ccccc2O)n1
  -1.7	-3	6	2	-1	2	-1	-3	-2	0.4
- CCNC(=O)c1cccc(NC(=O)CC2SC(N3CCCCC3)=NC2=O)c1 (stereo unspecified)
  2.2	2	0	-5	-5	-3	1	2	-7	0.5
- CCOc1ccc2nc(NCCNC(=O)C(C)C)c(C)cc2c1
  -0.9	1	0	-7	-1	.	0	-3	-1	-2.3
- C(=N\n1cnnc1SCc1ccccc1)/c1ccco1
  0.0	6	2	-16	-4	.	-8	0	2	-0.2
- COC(=O)c1cc2occc2n1Cc1nc(-c2cccc(Cl)c2)oc1C
  -1.4	-2	4	4	-9	-3	.	4	.	-1.2
- COc1ccc(CN(CCN)C2CC(C)N(C)CC2C)cc1 (stereo unspecified)
  0.2	-1	13	-1	0	-1	15	-2	-4	-3.8
- COc1cccc(C(=O)N2CCN(Cc3ccccc3Br)CC2)c1
  -1.6	1	4	2	6	-3	.	0	0	-0.4
